Screening results: PubChem BioAssay, several laboratories
GDH-TPI inh – GDH-TPI coupling enzyme inhibitors, primary screen, artefact control for M. tuberculosis FBA inhibitor project, biochemical, absorbance, full deck; GDH-TPI coupled enzyme counterscreen, NADH absorbance; inhibition, % at 4.8 µM; 360,000 tested, 1.2% active; in the data active = inhibition above about 30%;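 also: 0% = DMSO wells and 100% = wells lacking the enzyme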
FadD28 FP inh – inhibitors of FadD28 bisubstrate probe binding, primary screen, biochemical, fluorescence polarization, single point. Mycobacterium tuberculosis FadD28 fatty-acid-AMP ligase. inhibition, % at 12.5 µM. 360,000 tested, 0.22% active; in the data active = inhibition above about 8.5%, passing the limit was not always enough; inconclusive = no clear call, values can overlap the other calls
BoNT A protease – BoNT/A light chain protease inhibitors, primary screen, biochemical, flow cytometry, MLPCN library | Botulinum neurotoxin type A light chain protease (Clostridium botulinum A str. ATCC 3502) | multiplex microsphere protease substrate cleavage | inhibition, % at 10 µM | 360,000 tested, 0.17% active | AID 588499, 2011; also: plate controls were buffer without enzyme for full effect and enzyme alone for no effect
PfHsp40 yeast – rescue of yeast from PfHsp40 toxicity, primary screen, S. cerevisiae, ATP luminescence; S. cerevisiae expressing PfHsp40, growth rescue; 340,000 tested, 0.68% active; growth rescue, % at 12.5 µM; AID 504582, 2011; in the data active = growth rescue above about 28%, passing the limit was not always enough; inconclusive = no clear call, values can overlap the other calls;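 also: yeast W303a lacking pdr1 and pdr3 grown in galactose medium; growth measured after three days at 30 °C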
FBA Mtb inh – Mtb FBA enzyme inhibitors, primary screen, biochemical, fluorescence, strain H37Rv; 360,000 tested, 2.3% active; purified M. tuberculosis FBA, fluorescence read-out; inhibition, % at 1 µM; Fructose-bisphosphate aldolase (Mycobacterium tuberculosis (strain ATCC 25618 / H37Rv)), …; in the data active = inhibition above about 27%;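 also: 0% = vehicle and 100% = reference inhibitor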
Target sequence (P9WQA3 whole entry, looked up): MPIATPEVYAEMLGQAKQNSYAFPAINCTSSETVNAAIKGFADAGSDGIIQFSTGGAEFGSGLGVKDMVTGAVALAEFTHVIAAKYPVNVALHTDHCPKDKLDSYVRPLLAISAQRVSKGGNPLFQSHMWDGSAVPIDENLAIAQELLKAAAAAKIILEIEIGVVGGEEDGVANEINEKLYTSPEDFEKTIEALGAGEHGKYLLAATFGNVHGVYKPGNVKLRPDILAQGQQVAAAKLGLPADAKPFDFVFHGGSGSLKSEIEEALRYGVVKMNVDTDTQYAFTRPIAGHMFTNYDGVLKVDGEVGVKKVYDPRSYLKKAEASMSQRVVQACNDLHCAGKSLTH
Mtb UGM inh – M. tuberculosis UGM enzyme inhibitors, primary screen, biochemical, fluorescence polarization, single point; UDP-galactopyranose mutase (Mycobacterium tuberculosis (strain ATCC 25618 / H37Rv)), …; purified UGM, fluorescence polarization probe displacement; inhibition, % at 10 µM; 320,000 tested, 0.06% active; AID 504406, 2011; in the data active = inhibition above about 10%, passing the limit was not always enough; inconclusive = no clear call, values can overlap the other calls
Target sequence (P9WIQ1 whole entry, looked up): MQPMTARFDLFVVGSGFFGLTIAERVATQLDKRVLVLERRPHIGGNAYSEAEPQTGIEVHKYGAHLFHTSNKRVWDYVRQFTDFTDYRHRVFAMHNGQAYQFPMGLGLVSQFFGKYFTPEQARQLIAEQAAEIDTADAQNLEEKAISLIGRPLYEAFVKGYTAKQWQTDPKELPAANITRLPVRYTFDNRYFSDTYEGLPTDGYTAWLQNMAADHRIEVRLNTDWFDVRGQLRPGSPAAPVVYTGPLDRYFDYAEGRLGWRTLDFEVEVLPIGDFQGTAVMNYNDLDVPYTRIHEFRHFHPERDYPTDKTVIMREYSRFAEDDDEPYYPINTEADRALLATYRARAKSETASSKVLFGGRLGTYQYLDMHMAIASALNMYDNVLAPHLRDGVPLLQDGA
BoNT F protease – BoNT/F light chain protease inhibitors, primary screen, biochemical, flow cytometry, MLPCN library; Multiplex microsphere protease cleavage assay; inhibition, % at 10 µM; 360,000 tested, 0.22% active; in the data active = inhibition above about 35%, passing the limit was not always enough; inconclusive = no clear call, values can overlap the other calls; also: plate controls were buffer without enzyme for full effect and enzyme alone for no effect
Anthrax LF prot – Bacillus anthracis LF protease inhibitors, primary screen, biochemical, multiplex microsphere, MLPCN library. multiplex microsphere protease cleavage assay. inhibition, % at 10 µM. 360,000 tested, 0.12% active; also: plate controls were buffer without enzyme for full effect and enzyme alone for no effect
BioA inh – M. tuberculosis BioA enzyme inhibitors, primary screen, biochemical, plate reader, single point, HTS; 7,8-diaminopelargonic acid synthase BioA (Mycobacterium tuberculosis); purified M. tuberculosis BioA enzyme; inhibition, % at 9.99 µM; 360,000 tested, 0.096% active; in the data active = inhibition above about 40%; inconclusive = no clear call, values can overlap the other calls
* hit, by the source's call; ? = inconclusive; . = not tested or not shown; + = active, no number. Rule as the data show it, unless noted: active = inhibition above about 30%; inconclusive = no clear call, values can overlap the other calls; inactive = below that.

SMILES	GDH-TPI inh	FadD28 FP inh	BoNT A protease	PfHsp40 yeast	FBA Mtb inh	Mtb UGM inh	BoNT F protease	Anthrax LF prot	BioA inh
Cc1ccc(Cn2c(CCNc3nc(-c4ccc(Cl)c([N+](=O)[O-])c4)cs3)nc3cc(Cl)c(Cl)cc32)cc1	2	-3.1	0.1	1.2	2	-2.1	-2	0	-0.6
COc1ccc(S(=O)(=O)N2CCN(C(=O)c3ccc([N+](=O)[O-])o3)CC2)cc1	-3	0.5	0.3	-0.9	-2	0.4	4	-4	0.3
CCOc1ccc(CCNC(=O)COC(=O)c2cc(OC)c(OC)cc2[N+](=O)[O-])cc1OCC	15	-1.3	4.5	1.2	4	-1.9	3	-2	.
O=S(=O)(c1cccc2cccnc12)N(CCO)CCO	0	0.4	-0.1	1.0	2	-0.9	4	-6	-3.1
CCOC(=O)C1=C(C)c2ccccc2OC1(C(=O)OCC)C(C)C (configuration not stated)	11	-0.5	-0.6	0.6	0	.	-7	2	1.8
C=CCn1nnnc1SCC(=O)Nc1cccc(OC)c1	-5	-2.7	-0.9	-1.4	1	-2.5	-10	-5	-1.0
CCCn1cc(CN2CCC(n3nccc3NC(=O)CCOc3ccccc3)CC2)c(C)n1	0	-0.9	0.1	-0.2	0	0.0	-3	-4	0.0
c1ccc2c(c1)CSc1ccccc1N2	7	-0.2	-3.2	.	4	0.6	?	8	0.3
O=C(COC(=O)/C=C/c1ccc([N+](=O)[O-])cc1)NCc1cccs1	23	-2.6	0.5	-1.5	-3	3.8	-9	0	-0.1
O=C(O)c1cc(Cl)c(Cl)cc1C(=O)N(Cc1ccccc1)Cc1ccccc1	0	-2.2	-6.0	0.8	1	1.1	?	-6	1.8
CCN(C(=O)COC(=O)c1cc([N+](=O)[O-])ccc1N1CCCCC1)C1CCS(=O)(=O)C1 (configuration not stated)	10	-0.5	-0.5	0.0	-4	-0.5	-3	-1	.
Cc1[nH]c2ccc(OC(F)(F)F)cc2c1CCNCc1cccc([N+](=O)[O-])c1	3	-5.2	0.5	-0.7	1	-0.8	?	-2	-0.1
CCCN(CCC)CCNC(=S)Nc1ccc2nc3n(c(=O)c2c1)CCCCC3	1	-1.7	-0.7	6.5	4	0.4	-2	-1	.
COc1ccccc1C(=O)CC(=O)C(=O)Nc1cccc([N+](=O)[O-])c1C	19	-3.1	-1.9	0.4	-1	0.7	8	2	-0.6
COc1ccc(F)cc1Cn1nc(C(=O)O)c2ccccc2c1=O	-4	0.6	-3.9	0.1	-1	0.0	-2	2	-0.5
c1ccc(-c2nc(CSc3n[nH]c(-c4cccs4)n3)cs2)cc1	-7	-2.5	0.4	-0.5	-1	-0.8	-10	-2	0.3
Cc1ccc2c(c1)cc(CN(Cc1cccnc1)C(=O)NCc1ccccc1)c1nnnn12	6	-2.1	0.2	1.3	-5	2.3	3	0	-0.9
Cc1ccccc1OCC(=O)OCC(=O)NCC1CCCO1 (configuration not stated)	-6	-2.3	-0.8	-1.1	-3	1.7	-3	1	.
O=C(NC1CC1)c1sc2cc([N+](=O)[O-])ccc2c1Cl	25	0.3	-0.7	0.0	1	0.7	-8	0	6.1
COc1ccccc1N(C)S(=O)(=O)c1ccc(C(=O)N(CC(N)=O)C(C)C)cc1	-3	-2.8	0.2	-1.5	0	-5.3	-4	-7	0.9
CCN=C1S/C(=C\c2cn(CC)c3ccccc23)C(=O)N1CC	4	-1.9	0.0	3.5	-3	-2.6	-1	-2	.
CCOc1ccc(NC(=O)[C@@H](NC(=O)c2ccccc2Br)C(C)C)cc1	-10	-1.7	7.1	-0.9	4	1.4	?	5	-0.7
O=[N+]([O-])c1cc(S(=O)(=O)C(F)(F)F)ccc1N1CCN(c2ccccc2)CC1	-1	-4.9	-0.8	1.1	-1	0.7	-7	-2	.
CC(C)OC(=O)Cn1nc(C(F)(F)F)c2c1CCCC2	1	-1.2	-1.1	0.2	-4	-0.5	1	0	.
Cc1cccn2c(=O)c3cc(C(=O)NCC4CCCO4)c(=N)n(CC4CCCO4)c3nc12 (configuration not stated)	6	-1.0	5.3	1.2	+	2.0	20	9	0.4
CC(C)(C)SCCNC(=O)COc1ccc(Cl)cc1	10	-0.9	-1.5	-0.9	1	3.5	3	-1	-2.7
CC1ON=C(c2ccccn2)N(Cc2ccc3c(c2)OCO3)C1=O (configuration not stated)	-1	-4.1	-0.5	.	-1	.	-7	0	-0.5
CCn1nccc1C(=O)NC1=C(C#N)CCC1	0	0.7	-0.7	0.0	-3	2.7	-3	-3	1.8
Cc1cc(NC(=O)NC(C)(C(F)(F)F)C(F)(F)F)no1	-1	-3.2	-5.1	1.2	2	-0.3	?	5	-0.9
CC(C)NC(=O)COC(=O)c1cncc(Br)c1	-3	-2.7	0.9	-0.9	-2	1.9	2	-3	.
COCCNC(=O)c1ccc2c(c1)ncn2-c1ccc(C)c(Cl)c1	-2	0.0	-3.0	3.9	2	-3.2	-5	-17	0.5
CC(C)CN(C(=O)COC(=O)c1ccc2ccccc2c1)c1c(N)n(Cc2ccccc2)c(=O)[nH]c1=O	2	-1.5	-5.4	-1.9	7	-0.9	-15	?	.
CN(C)C(=S)SCC(=O)NC(=O)NC(C)(C)C	2	-1.4	0.3	-0.5	4	2.5	-2	-2	-2.0
CC(Sc1nnc(-c2cccs2)n1N)C(=O)NCC1CCCO1 (configuration not stated)	1	-0.6	-9.8	-1.3	4	1.1	-7	-3	.
C=CCn1c(CNC(=O)c2ccco2)nnc1SCC(=O)c1ccccc1	-4	-0.7	0.5	-1.3	2	-2.9	0	2	.
Cn1c(SCC(=O)N2CCN(c3ccccc3)CC2)nnc1-c1ccccc1	0	-0.4	-2.4	-0.2	0	-0.7	-38	-8	2.7
Cc1ccc2oc(/N=C(\N)NC(=O)C(C)(C)C)nc2c1	14	-1.7	.	0.0	3	-1.4	.	.	-1.0
Cc1ccc(C)c(NC(=O)c2cc(-c3cc(C)c(C)cc3O)n[nH]2)c1	6	-2.5	1.8	0.5	2	2.7	2	2	-2.4
O=C(NCCNC1CCCCC1)c1ccco1	-6	-2.4	-0.4	0.3	0	-1.1	-4	1	-0.2
CCN(CC)S(=O)(=O)c1ccc(-c2nnc(SCc3nnc(-c4ccccc4)o3)o2)cc1	7	0.4	-0.1	-0.5	3	-1.7	-9	2	-2.6
COc1ccc(S(=O)(=O)n2nc(OC(C)=O)cc2N)cc1	3	0.0	0.5	-0.1	1	4.1	-3	-4	-0.7
CC(C)CC(CC(C)C)=NNC(=O)c1ccc(CSc2nncn2C)cc1	-7	-3.5	0.1	-0.2	-1	-0.1	-1	0	14
COc1cc(O)c(C(=O)/C=C/c2ccccc2)c(OC)c1	8	-7.4	0.4	4.3	0	0.3	-5	2	0.8
COc1cc2c(cc1O)CCN(C(=O)c1ccco1)C2C (configuration not stated)	-4	0.1	-1.1	-0.6	0	-3.2	-5	2	0.0
Cc1c(/C=N/n2cnnc2)c2ccccc2n1CCOc1ccc(Cl)cc1	28	-6.1	-0.4	-0.2	-3	0.8	-2	-5	-1.0
COc1cc(CC(=O)O)c(C(C)=O)cc1OC	5	-4.5	0.3	7.8	-7	0.2	-10	-8	1.0
Cc1cc(C)n(-c2nc3ccccc3nc2N2CCN(S(=O)(=O)c3ccc(F)c(C)c3)CC2)n1	7	1.2	24	-0.5	-1	0.4	12	11	-2.0
CC1C(=O)N(Cc2cn(Cc3ccco3)nn2)CCS(=O)(=O)N1Cc1ccc(-c2cccc(CO)c2)cc1 (configuration not stated)	-7	-2.7	0.3	.	1	.	-4	2	-0.8
COc1cccc2cc(-c3nnc(SCC(=O)NCc4ccccc4)n3C)oc12	6	-0.1	?	-0.4	0	-0.4	6	2	0.2
Cc1cc(C(=O)Nc2ccc(Cl)cc2)on1	-16	-3.8	-3.5	1.3	-4	-0.1	-8	-16	-0.4
The listing continues:
SMILES	GDH-TPI inh	FadD28 FP inh	BoNT A protease	PfHsp40 yeast	FBA Mtb inh	Mtb UGM inh	BoNT F protease	Anthrax LF prot	BioA inh
COc1ccc(CC(=O)N(C)Cc2ccc(Cl)cc2)cc1S(=O)(=O)N1CCOCC1	3	1.6	-0.3	1.5	5	0.2	?	-3	0.5
O=C(CN1CCOCC1)Nc1nc2ccc(F)cc2s1	11	-1.2	-0.3	-1.7	-1	2.5	-6	-6	-2.3
COc1ccccc1C(=O)Nc1nc2ccccc2[nH]1	7	-4.1	-1.4	0.8	-3	1.2	-6	-3	-1.3
Cc1nn(Cc2ccc(Cl)cc2Cl)c(C)c1NC(=O)NC12CC3CC(CC(C3)C1)C2	-4	-2.6	-0.5	4.2	-1	-0.4	-28	-4	-1.5
COc1ccccc1N1CCN(C(=O)C(=O)c2c[nH]c3ccccc23)CC1	-2	-2.7	-2.2	0.0	0	0.3	-1	-2	1.4
Cc1ccc(NC(=S)N2CCN(c3ncccn3)CC2)c(C)c1	1	-2.4	-0.1	-0.7	-1	.	-1	0	-0.7
COc1ccccc1-n1nnnc1SCC(=O)Nc1oc(C)c2c(C)n[nH]c(=O)c12	1	-2.4	-4.1	.	1	1.4	-23	-3	.
COc1cc(OC)cc(-c2cc3cc4c(cc3cn2)OCO4)c1	3	-10	0.0	9.8	4	4.1	0	5	-0.9
CCOc1cc(N2CCOCC2)c(OCC)cc1NC(=O)[C@H](C)N1C(=O)C2CC=CCC2C1=O (some centres not stated)	-1	-1.3	0.5	0.3	0	-0.3	2	9	.
CCCCN(CC)CCCNC(=O)CC1Nc2ccccc2NC1=O (configuration not stated)	19	-2.8	0.0	0.9	3	2.3	-4	-3	-0.4

A section from the list above, as a working copy:
SMILES	GDH-TPI inh	FadD28 FP inh	BoNT A protease	PfHsp40 yeast	FBA Mtb inh	Mtb UGM inh	BoNT F protease	Anthrax LF prot	BioA inh
COc1ccccc1-n1nnnc1SCC(=O)Nc1oc(C)c2c(C)n[nH]c(=O)c12	1	-2.4	-4.1	.	1	1.4	-23	-3	.
COc1cc(OC)cc(-c2cc3cc4c(cc3cn2)OCO4)c1	3	-10	0.0	9.8	4	4.1	0	5	-0.9
CCOc1cc(N2CCOCC2)c(OCC)cc1NC(=O)[C@H](C)N1C(=O)C2CC=CCC2C1=O (some centres not stated)	-1	-1.3	0.5	0.3	0	-0.3	2	9	.

Other records follow:
SMILES	GDH-TPI inh	FadD28 FP inh	BoNT A protease	PfHsp40 yeast	FBA Mtb inh	Mtb UGM inh	BoNT F protease	Anthrax LF prot	BioA inh
CCc1ccc(S(=O)(=O)n2c(C)nc3ccccc32)cc1	-11	-2.8	-2.7	1.2	2	0.8	4	27	-1.5
CCCCc1n[nH]c2c1/C(=N/OCC)CC(C)(C)C2	-8	-5.0	0.1	0.3	2	-0.6	-2	-2	3.3
O=C(O)C1CCN(C(=O)CSc2nc3cc(Cl)ccc3c(=O)n2Cc2ccccc2)CC1	0	1.0	-0.2	0.1	-1	-1.4	-11	0	4.8
O=[N+]([O-])c1cc(S(=O)(=O)N2CCCC2)ccc1NN=C1CCCCC1	2	-1.5	0.2	-0.6	-2	1.4	-1	-2	.
COc1ccc(OC)c(C2=Nn3c(nnc3C3CCCCC3)SC2)c1	14	0.7	0.6	-0.2	2	0.7	-8	8	5.2
CCCN1CNC(=S)N(c2cccc(C)c2)C1	-5	-0.2	1.1	3.1	6	4.7	17	-8	-0.7
CC(CNC(=O)c1cccc(Br)c1)n1cncn1 (configuration not stated)	-7	-0.7	-8.0	0.2	-1	1.8	?	5	-1.0
O=C1CC(=O)N(Cc2ccco2)C(=S)N1	5	29*	0.6	2.9	-1	-5.7	4	2	-0.5
O=C1CCN(CCCN2CCC(=O)NC2=S)C(=S)N1	12	0.4	-0.1	.	-1	.	-9	4	1.1
